TNAP activation fold – stimulation of alkaline phosphatase TNAP activity – biochemical, luminescent, no phosphate acceptor, uHTS, primary screen (AID 1001); purified TNAP, luminescent activation assay, no phosphate acceptor; higher activation fold means a stronger effect; activation fold at 20 µM; hits with a dose series show EC50 in µM; 200,000 compounds, 0.03% hits; in the data active means activation fold from about 3, or a potency from the dose series; inactive means the rest, 99 in 100 with activation fold below about 1.6; further: many of its hits are not listed in these tables
human PMI inhibition – inhibitors of human PMI, primary screen, biochemical, fluorescence intensity, coupled assay (AID 1209); one-dose inhibition, % at 20 µM; IC50 in µM for titrated hits; purified PMI enzyme, coupled fluorescence intensity; higher % means a stronger effect; 190,000 compounds, 0.42% hits; in the data active means inhibition above about 50%;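 further: plate controls were DMSO vehicle for no effect and wells lacking substrate for full effect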
T cell HTS – modulates CD8 T cell binding to vesicles | 2C CD8+ T cell-vesicle binding, flow cytometry; active compounds read low | calls only at 7 µM | 330,000 compounds, 0.068% hits | AID 2052;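 active means response, share of CD8 T cells binding vesicles, and their 90th percentile fluorescence all below set limits, cut at about 80% in these data, passing the limit was not always enough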
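System: murine 2C transgenic CD8+ T lymphocytes; also added: QL9-loaded Drosophila micro-vesicles; times: binding 1.5 h at 37 °C; measured by: flow cytometry, PE anti-B7-1 (FL2) versus Alexa647 anti-CD8 (FL8), PFA-fixed; control set: Peptide-free naked vesicles (low) and QL9 vesicles with 0.7% DMSO vehicle (high)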
Myeloid diff MLP – compounds promoting myeloid differentiation; AID 624256; calls only at 10 µM; 360,000 compounds, 1% hits; ER-HoxA9 myeloid progenitors, lysozyme-GFP differentiation, flow cytometry;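 active means normalized GFP-positive differentiation at or above the plate's own cutoff, the solvent-only control mean plus 3 SD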;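 further: cells exposed to compound for four days before flow analysis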
bCat nuc transl – alters nuclear translocation of beta-catenin in HeLa cells. immunofluorescence imaging. nuclear translocation activity, % at 5 µM. 190,000 compounds, 0.3% hits. AID 1665;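 active means nuclear translocation activity above 50% at 5 µM, with a well cell count of 50 or more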;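 further: per-cell ratio of nuclear to cytoplasmic median beta-catenin stain intensity; plate controls were DMSO negative control for no effect and GSK-3 inhibitor IX positive control for full effect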
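Test system: human HeLa cells, native beta-catenin. Compound dosing: 5 µM primary single dose, 0.1% DMSO, 0.02–20 µM confirmation series. Incubation: compound exposure 24 h at 37°C. Detection: beta-catenin immunostaining with DAPI counterstain, 20x imaging, 6 fields/well. Read-out basis: Nuclear/cytoplasmic beta-catenin signal ratio, % activation.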
Hep lipid drop – hepatic lipid droplet formation modulation; inhibition, % at 6.5 µM; AML12 mouse hepatocytes, oleate lipid droplets, BODIPY imaging; 240,000 compounds, 0.4% hits;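 active means lipid droplet intensity inhibited by at least 50%, with more than 500 cells counted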
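Test system: AML12 mouse liver cells; schedule: overnight exposure; technique: high-content imaging of BODIPY-stained droplets and DAPI nuclei; read-out: % inhibition of corrected integrated BODIPY droplet signal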
MT stabilize HCS – stabilizes microtubules in HeLa cells; HeLa tubulin immunostaining HCS, 24 h; share of cells brighter than vehicle mean+2SD; % tubulin-high responders, % at 10 µM; 200,000 compounds, 0.83% hits;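 active means plate Z-score above 3 for both tubulin-high and condensed-nucleus cell shares, with cell loss under 80%, at 10 µM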;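 further: anti alpha tubulin signal scored within the nucleus-defined area of each cell; some results filed as inactive read as strong as hits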
Ins promoter up – MIN6 insulin promoter up-regulation; MIN6 insulin promoter-GFP reporter, high-content imaging; active compounds read high; z-score at 5 µM; 190,000 compounds, 0.3% hits; AID 1625;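 active means z-score above 3 at 5 µM with at least 500 cells counted in the well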
Dynein transport – dynein cargo transport inhibition | 3617.4 mouse cells, GR-EGFP nuclear translocation imaging; test concentration mostly 20 µM; stimulated with dexamethasone, 1 µM; active compounds read low | z-score, hits read low | 220,000 compounds, 0.47% hits | AID 1381;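 active means plate z-score of nuclear minus cytoplasmic receptor signal below a set negative limit, without overly bright fluorescence or cell loss, cut at about -3.5 in these data, passing the limit was not always enough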;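 further: z-score of nuclear minus cytoplasmic ring GR-EGFP intensity difference per well; some compounds called inactive have numbers as strong as hits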
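Medium: Induction medium lacking tetracycline, stripped serum | Probe or stimulus: 1.0 µM final dexamethasone stimulus | Schedule: 48 h induction, then 1 h compound, then 30 min agonist, 37 °C | Signal: Automated 10x imaging of fixed Hoechst-stained cells | Evaluation: Per-cell GR-EGFP intensity, nucleus versus surrounding cytoplasmic ring, well-averaged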
Dynein transport cytoplasmic EGFP – recorded beside Dynein transport, whose call it bears; z-score; measured here: cytoplasmic GR-EGFP intensity; active compounds read high
Dynein transport nuclear GR-EGFP – further read-out of Dynein transport, marked with its call; z-score; measured here: nuclear GR-EGFP intensity;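 lower value marks the stronger effect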
Dynein transport cell count – second read-out of Dynein transport, no call of its own (marks repeat the call); z-score; measured here: cell count per field
Ins promoter up cell count – also measured in Ins promoter up; calls as there; cell count; measured here: cytotoxicity, nuclei count;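 total cells summed across four imaged fields per well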
Hep lipid drop cells 6.5 µM – further read-out of Hep lipid drop, marked with its call; cell count; measured here: cell count, cytotoxicity flag;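 cells counted across two imaged fields per well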
bCat nuc transl cell count 5 µM – second read-out of bCat nuc transl, no call of its own (marks repeat the call); cell count; measured here: cell count, cytotoxicity flag
T cell HTS vesicle-bound % – further read-out of T cell HTS, marked with its call; double positive events, %; measured here: CD8+ vesicle-bound cell fraction;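 binding gate set so that unloaded-vesicle control wells show 10% double positive cells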
MT stabilize HCS Hoechst-high % – further read-out of MT stabilize HCS, marked with its call; % Hoechst-high responders; measured here: nuclear condensation Hoechst responders;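 share of cells brighter than vehicle mean plus two SD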
MT stabilize HCS cytotoxicity % – recorded beside MT stabilize HCS, whose call it bears; toxicity, %; measured here: cytotoxicity by cell density;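 0% = mean cell density of plate MIN control wells and 100% = no cells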
Myeloid diff MLP GFP+ MAC1+ % – second read-out of Myeloid diff MLP, no call of its own (marks repeat the call); GFP+ MAC1+ double positive, %; measured here: differentiation confirmed by MAC1 staining
An asterisk follows results filed as active.

O=C(OCn1nnc2ccccc2c1=O)c1cc(-c2ccccc2)nc2ccccc12 was read as TNAP activation fold 1, human PMI inhibition 19%, T cell HTS inactive, Myeloid diff MLP inactive, bCat nuc transl -0.2, Hep lipid drop 5, MT stabilize HCS 2.3, Ins promoter up -0.37, Dynein transport 0.11, Dynein transport cytoplasmic EGFP -0.2, Dynein transport nuclear GR-EGFP 0.22, Dynein transport cell count -0.47, Ins promoter up cell count 1435, Hep lipid drop cells 6.5 µM 745, bCat nuc transl cell count 5 µM 1071, T cell HTS vesicle-bound % 47, MT stabilize HCS Hoechst-high % 2.3, MT stabilize HCS cytotoxicity % 8.7 and Myeloid diff MLP GFP+ MAC1+ % 0.6.
Screening O=C(COc1ccccc1)NCC(=O)N/N=C/c1ccc(O)cc1O returned T cell HTS inactive, Myeloid diff MLP inactive, bCat nuc transl 0.7, Hep lipid drop 11, Ins promoter up 0, Dynein transport 0.7, Dynein transport cytoplasmic EGFP -0.72, Dynein transport nuclear GR-EGFP 0.31, Dynein transport cell count -0.96, Ins promoter up cell count 904, Hep lipid drop cells 6.5 µM 616, bCat nuc transl cell count 5 µM 1353, T cell HTS vesicle-bound % 8 and Myeloid diff MLP GFP+ MAC1+ % 0.5.
`C1CCN=C(Nc2nn[nH]n2)CC1` gave TNAP activation fold 1, human PMI inhibition -8%, T cell HTS inactive, Myeloid diff MLP inactive, bCat nuc transl -3.8, Hep lipid drop -1, MT stabilize HCS 5.2, Dynein transport -0.46, Dynein transport cytoplasmic EGFP -0.24, Dynein transport nuclear GR-EGFP -0.24, Dynein transport cell count 0.13, Hep lipid drop cells 6.5 µM 793, bCat nuc transl cell count 5 µM 1196, T cell HTS vesicle-bound % 39, MT stabilize HCS Hoechst-high % 5.4, MT stabilize HCS cytotoxicity % 4.3 and Myeloid diff MLP GFP+ MAC1+ % 1.0.
`Cc1ccc(Cn2cc(S(=O)(=O)c3ccc(Cl)cc3)c(=O)c3cc(F)ccc32)cc1` gave TNAP activation fold 1.1, human PMI inhibition 8%, T cell HTS inactive, Myeloid diff MLP inactive, bCat nuc transl -0.6, Hep lipid drop -5, MT stabilize HCS 4.9, Ins promoter up -0.57, Dynein transport -0.3, Dynein transport cytoplasmic EGFP -0.24, Dynein transport nuclear GR-EGFP 0.21, Dynein transport cell count 0.51, Ins promoter up cell count 1091, Hep lipid drop cells 6.5 µM 691, bCat nuc transl cell count 5 µM 1080, T cell HTS vesicle-bound % 25, MT stabilize HCS Hoechst-high % 3.7, MT stabilize HCS cytotoxicity % 3.2 and Myeloid diff MLP GFP+ MAC1+ % 0.7.
COc1ccccc1OCCn1cc(/C=N/NC(=O)c2ccncc2)c2ccccc21 was read as T cell HTS inactive, Myeloid diff MLP inactive, bCat nuc transl 0.7, Hep lipid drop -12, Ins promoter up -0.21, Dynein transport 1.7, Dynein transport cytoplasmic EGFP 0.011, Dynein transport nuclear GR-EGFP 1.6, Dynein transport cell count -1.7, Ins promoter up cell count 926, Hep lipid drop cells 6.5 µM 710, bCat nuc transl cell count 5 µM 1323, T cell HTS vesicle-bound % 45 and Myeloid diff MLP GFP+ MAC1+ % 0.3.
Cn1nc(C(F)(F)F)c(-c2ccc(Br)cc2)c1NC(=O)c1ccco1 was read as T cell HTS inactive, Myeloid diff MLP inactive, bCat nuc transl 0.0, Hep lipid drop 9, Ins promoter up -0.69, Dynein transport -0.75, Dynein transport cytoplasmic EGFP -0.21, Dynein transport nuclear GR-EGFP 0.25, Dynein transport cell count 0.075, Ins promoter up cell count 1090, Hep lipid drop cells 6.5 µM 734, bCat nuc transl cell count 5 µM 1333, T cell HTS vesicle-bound % 39 and Myeloid diff MLP GFP+ MAC1+ % 1.1.
`COc1ccc(C(=O)/C=C/Nc2ccccn2)cc1` gave TNAP activation fold 1.1, human PMI inhibition 6%, T cell HTS inactive, Myeloid diff MLP inactive, Hep lipid drop 4, MT stabilize HCS 1.0, Ins promoter up 0.22, Dynein transport -0.27, Dynein transport cytoplasmic EGFP -0.26, Dynein transport nuclear GR-EGFP 0.052, Dynein transport cell count 0.59, Ins promoter up cell count 815, Hep lipid drop cells 6.5 µM 794, T cell HTS vesicle-bound % 34, MT stabilize HCS Hoechst-high % 1.3, MT stabilize HCS cytotoxicity % 6.9 and Myeloid diff MLP GFP+ MAC1+ % 6.2.
Screening COc1ccc(C2CC(c3ccc(F)cc3)n3nc(NS(C)(=O)=O)nc3N2)cc1 (stereo not drawn) returned T cell HTS inactive, Myeloid diff MLP inactive, bCat nuc transl 0.6, Hep lipid drop -4, Ins promoter up -0.09, Dynein transport -0.87, Dynein transport cytoplasmic EGFP -0.27, Dynein transport nuclear GR-EGFP -0.47, Dynein transport cell count 0.51, Ins promoter up cell count 1046, Hep lipid drop cells 6.5 µM 652, bCat nuc transl cell count 5 µM 1301, T cell HTS vesicle-bound % 65 and Myeloid diff MLP GFP+ MAC1+ % 0.4.
CCOC(=O)C1=NN(C(=O)c2ccc(C)cc2)C(O)(c2ccc(Cl)cc2)C1 (stereo not drawn) was read as TNAP activation fold 0.8, human PMI inhibition -11%, T cell HTS inactive, Myeloid diff MLP inactive, bCat nuc transl 1.8, Hep lipid drop -16, MT stabilize HCS 2.7, Ins promoter up -0.09, Dynein transport 1.3, Dynein transport cytoplasmic EGFP -0.24, Dynein transport nuclear GR-EGFP 1.4, Dynein transport cell count 0.4, Ins promoter up cell count 877, Hep lipid drop cells 6.5 µM 759, bCat nuc transl cell count 5 µM 1093, T cell HTS vesicle-bound % 16, MT stabilize HCS Hoechst-high % 1.4, MT stabilize HCS cytotoxicity % 4.8 and Myeloid diff MLP GFP+ MAC1+ % 1.3.
Screening CC(C)(C)c1nn(-c2ccccc2)c2[nH]c(=O)c(CNc3ccc4c(c3)OCCO4)cc12 returned TNAP activation fold 1.1, human PMI inhibition 13%, T cell HTS inactive, Myeloid diff MLP inactive, Hep lipid drop 15, MT stabilize HCS 0.9, Dynein transport -0.83, Dynein transport cytoplasmic EGFP -0.18, Dynein transport nuclear GR-EGFP -0.58, Dynein transport cell count 0.82, Hep lipid drop cells 6.5 µM 763, T cell HTS vesicle-bound % 34, MT stabilize HCS Hoechst-high % 0.8, MT stabilize HCS cytotoxicity % 9.2 and Myeloid diff MLP GFP+ MAC1+ % 0.3.
For CCOc1ccsc1C(=O)OC the results were T cell HTS inactive, Myeloid diff MLP inactive, bCat nuc transl -1.9, Hep lipid drop 1, Ins promoter up -0.14, Dynein transport -0.41, Dynein transport cytoplasmic EGFP -0.25, Dynein transport nuclear GR-EGFP -0.26, Dynein transport cell count 0.18, Ins promoter up cell count 1384, Hep lipid drop cells 6.5 µM 711, bCat nuc transl cell count 5 µM 1120, T cell HTS vesicle-bound % 28 and Myeloid diff MLP GFP+ MAC1+ % 1.3.
COc1cc(/C=N/NC(=O)CCC(=O)NC2CCCCC2)ccc1C was read as TNAP activation fold 1.3, human PMI inhibition -2%, T cell HTS inactive, Myeloid diff MLP inactive, bCat nuc transl 0.3, Hep lipid drop -14, MT stabilize HCS 3.0, Ins promoter up 0.21, Dynein transport -0.23, Dynein transport cytoplasmic EGFP -0.34, Dynein transport nuclear GR-EGFP 0.31, Dynein transport cell count 0.09, Ins promoter up cell count 1090, Hep lipid drop cells 6.5 µM 522, bCat nuc transl cell count 5 µM 1029, T cell HTS vesicle-bound % 15, MT stabilize HCS Hoechst-high % 2.7, MT stabilize HCS cytotoxicity % 4.3 and Myeloid diff MLP GFP+ MAC1+ % 0.7.
`CSc1nn(-c2ccc(C(=O)OC(C(=O)NC(N)=O)C(C)C)cc2)c(=S)s1` (stereo not drawn) gave TNAP activation fold 1, human PMI inhibition 4%, T cell HTS inactive, Myeloid diff MLP inactive, bCat nuc transl 0.5, Hep lipid drop -6, MT stabilize HCS 4.1, Ins promoter up -0.34, Dynein transport 0.94, Dynein transport cytoplasmic EGFP -0.27, Dynein transport nuclear GR-EGFP 0.72, Dynein transport cell count 0.18, Ins promoter up cell count 1439, Hep lipid drop cells 6.5 µM 666, bCat nuc transl cell count 5 µM 1492, T cell HTS vesicle-bound % 58, MT stabilize HCS Hoechst-high % 2.8, MT stabilize HCS cytotoxicity % 6.0 and Myeloid diff MLP GFP+ MAC1+ % 0.4.
`Cc1ccc(NC(=O)Cc2ccc([N+](=O)[O-])cc2)c(Br)c1` gave TNAP activation fold 1.1, human PMI inhibition -3%, T cell HTS inactive, Myeloid diff MLP inactive, bCat nuc transl 1.4, Hep lipid drop -36, MT stabilize HCS 4.1, Ins promoter up 0.39, Dynein transport 0.083, Dynein transport cytoplasmic EGFP -0.23, Dynein transport nuclear GR-EGFP 0.091, Dynein transport cell count 0.29, Ins promoter up cell count 1407, Hep lipid drop cells 6.5 µM 605, bCat nuc transl cell count 5 µM 981, T cell HTS vesicle-bound % 14, MT stabilize HCS Hoechst-high % 1.7, MT stabilize HCS cytotoxicity % 1.1 and Myeloid diff MLP GFP+ MAC1+ % 0.7.
